# Screening results as filed in PubChem BioAssay.
# p-CIP stab down = compounds decreasing mouse p/CIP protein stability | Q05BA5 | F442A p/CIP-EGFP cells, EGFP fluorescence, 16 h | decrease of EGFP signal, % at 10 µM | 290,000 tested, 0.01% active | AID 1984;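 active means EGFP signal decrease of at least 30% at 10 µM or well 3 SD below plate mean, unless failing retest; inactive means the rest, including hits failing retest or dose response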; further: some compounds called inactive have numbers as strong as hits; many of its hits are not listed in these tables
# HCV NS3 hel inh = inhibitors of Hepatitis C virus NS3 helicase; inhibition, % at 10.9 µM; AID 1800; 290,000 tested, 0.56% active; NS3 helicase DNA unwinding, Cy5 molecular beacon fluorescence;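 active means inhibition above the mean of all tested compounds plus 3 SD, set per campaign, cut at about 35% in these data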;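 further: 0% = DMSO wells and 100% = thioflavine S control wells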
#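 Compound dosing – single dose, 10.9 µM nominal final, DMSO 0.8% final · System – NS3 helicase fragment of HCV · Buffer or medium – MOPS pH 6.5, MgCl2, DTT, Tween20, BSA · Signal – Cy5 beacon fluorescence read at start and 1 h · Also added – annealed dual-labelled DNA beacon duplex, ATP-started · Schedule – 1 h at 25 °C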
# VIM-2 inh = inhibitors of Pseudomonas aeruginosa VIM-2 metallo-beta-lactamase | purified VIM-2, nitrocefin hydrolysis, epi-absorbance fluorescence | 290,000 tested, 0.89% active | inhibition, % at 5.6 µM;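 active means inhibition above the mean of all tested compounds plus 3 SD, cutoff set per screening run, cut at about 7.5% in these data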;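 further: red hydrolysis product quenches plate fluorescence so inhibitors raise well fluorescence; 0% = enzyme with DMSO and 100% = DMSO without enzyme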
# UBC9 SUMO inh = inhibitors of human SUMOylation (UBC9); HTRF SUMOylation assay, SAE1/SAE2 + UBC9, in vitro; 290,000 tested, 0.36% active; P63279; inhibition, % at 35 µM; in the data active means inhibition above about 50%, passing the limit was not always enough; further: strong numbers were not always called active
# Target sequence (P63279 whole entry, looked up): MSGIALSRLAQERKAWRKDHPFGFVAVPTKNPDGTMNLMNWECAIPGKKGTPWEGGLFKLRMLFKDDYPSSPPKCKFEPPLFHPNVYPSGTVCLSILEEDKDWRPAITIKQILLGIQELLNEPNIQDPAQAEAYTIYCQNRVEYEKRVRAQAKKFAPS
# GalR3 antagonist = human GalR3 antagonism | HEK293 GalR3-CNG cAMP membrane potential fluorescence; galR3 body fused to GalR1 C-terminus | O60755 | AID 651719 | 360,000 tested, 0.44% active | inhibition, % at 3 µM;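 active means inhibition above the screen-wide average plus 3 SD, cut at about 13% in these data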;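 further: forskolin and galanin both at EC90 stimulate the cells; cAMP rise reported by CNG channel membrane potential dye signal; 0% = forskolin plus galanin with DMSO and 100% = forskolin alone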
# Target sequence (O60755 1-299 limits assumed): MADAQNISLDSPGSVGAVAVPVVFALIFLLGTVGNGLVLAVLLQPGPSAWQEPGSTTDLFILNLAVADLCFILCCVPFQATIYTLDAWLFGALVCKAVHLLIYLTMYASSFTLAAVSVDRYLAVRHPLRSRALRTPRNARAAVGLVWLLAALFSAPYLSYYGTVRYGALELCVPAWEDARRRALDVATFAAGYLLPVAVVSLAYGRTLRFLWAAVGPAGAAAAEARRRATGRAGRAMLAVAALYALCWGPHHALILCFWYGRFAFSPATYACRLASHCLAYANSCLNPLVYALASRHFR
# IDE cell activ = activators of human insulin-degrading enzyme in cells | HEK cells, FAbeta-B cleavage, fluorescence polarization; 0% vehicle, 100% cell-free pure enzyme wells | activation, % at 5.96 µM | 340,000 tested, 0.073% active;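 active means activation above the mean of all tested compounds plus 3 SD, set per screening campaign, cut at about 17% in these data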
# IMP-1 inh = blocks Pseudomonas aeruginosa IMP-1 metallo-beta-lactamase | purified IMP-1, nitrocefin hydrolysis, epi-absorbance fluorescence | inhibition, % at 5.6 µM | 290,000 tested, 0.45% active;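 active means inhibition above the mean plus 3 SD of all compounds in the same screening run, cut at about 4.5% in these data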;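 further: 0% = IMP-1 with DMSO and 100% = DMSO wells lacking enzyme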
#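 Assay system: purified recombinant IMP-1 beta-lactamase. Input: IMP-1 0.2 nM before substrate addition. Buffer or medium: Zinc- and detergent-supplemented HEPES buffer, pH 7.1. Schedule: 25 °C, 15 min preincubation, 25 min reaction. Signal: Epi-absorbance fluorescence, 480 nm excitation, 530 nm emission. Evaluation: percent inhibition from optical density relative to buffer-blank wells.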
# IDE cell inh = inhibitors of human insulin-degrading enzyme in cells | inhibition, % at 5.59 µM | 320,000 tested, 0.41% active | P14735 | AID 434962 | HEK cells, FAbetaB cleavage, fluorescence polarization;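 active means percent inhibition above the average of all tested compounds plus 3 SD, set per screening campaign, cut at about 16% in these data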;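 further: IDE supplied by intact live HEK cells; FP after avidin binding of uncleaved biotin substrate so inhibition keeps polarization high; 0% = DMSO wells and 100% = 60 µM reference IDE inhibitor Ii1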
# CRFBP-R2 block = blocks CRF-induced signaling of the CRF-BP/CRF-R2 complex. HEK293 CRF-R2/CRF-BP, CRF-induced calcium fluorescence. 350,000 tested, 0.59% active. AID 588475. inhibition, % at 11.8 µM;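 active means inhibition of the ligand-induced calcium signal above about 50% at the single tested concentration, limit read from the data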
# * = called active by the depositor; x = no result given; & = joins results of further samples. An unsorted share of the library (roughly 3.2% active in at least one column).
nr	smiles	IDE cell activ	VIM-2 inh	HCV NS3 hel inh	CRFBP-R2 block	IMP-1 inh	UBC9 SUMO inh	p-CIP stab down	IDE cell inh	GalR3 antagonist
1	C=CCOc1ccc(/C=C/C(C)=N\O)cc1	3	1.4	-4	-16	2.4	-1	1	5	-4
2	O=C(NCCc1ccc(Cl)cc1)C1CCCN(c2ncnc3c2nc2n3CCCCC2)C1 (stereo not given)	-4	-1.1	-7	-7	-3.2	-2	3	4	-5
3	O=C(CSCc1c(Cl)cccc1Cl)NCc1cccnc1	2	-2.4	4	25	-2.4	5	-10	1	-6
4	Cc1ccc(NC2=CC(=O)C(=O)c3ccccc32)cc1	5	-2.5	3	4	-7.0	94	-18	-2	-4
5	CCOC(=O)C1C(=O)N(C(=O)c2cncc(Br)c2)CC1c1ccccc1 (stereo not given)	-1	1.8	-4	1	-4.1	25	20	1	-3
6	O=C(NCCS(=O)(=O)N1CCN(c2ccc(F)cc2)CC1)C1CC(=O)N(c2ccccc2)C1 (stereo not given)	3	-1.2	-1	8	-1.8	12	-2	-8	-6
7	CC(C)OC(=O)Cn1nnc2c(cnn2-c2ccccc2)c1=O	3	-3.1	6	11	-3.9	26	0	4	-5
8	Cc1nnc(SCC(=O)Nc2sccc2C(N)=O)s1	4	x	x	2	x	x	x	0	-4
9	O=C(C1=C[C@@H](c2ccc(Br)cc2)C[C@@H](OCc2ccc(CO)cc2)O1)N1CCOCC1	2	-1.6	0	5	-1.5	16	-10	3	-4
10	O=C(c1nc2ccccn2c1CN1CCCC(c2nc3ccccc3o2)C1)N1CCCC1 (stereo not given)	2	-2.0	1	-4	-2.9	-3	3	4	-4
11	Cc1cc(C)cc(Oc2ccccc2CO)c1	x	-0.6	-15	x	-1.1	-4	-3	x	x
12	CCN(CC)c1ccc(C=Nc2cc(C)ccc2C)c(O)c1	4	0.7	-3	-24	-1.1	18	-8	-1	0
13	CCC(SC1=NCCS1)C(=O)Nc1nnc(-c2ccccc2OC)s1 (stereo not given)	2	-7.3	0	-27	-4.1	-3	-21	1	x
14	CCOC(=O)c1c(N2CCCCC2)c2ccccc2[nH]c1=O	-1	-3.2	4	0	-2.8	-6	-1	-4	-4
15	CCOc1cccc(=O)c2c(C)n(Cc3ccco3)c(C)c12	-1	-0.7	35	3	1.3	18	-10	-2	-6
16	COc1ccc(/C=N/NC(=O)CC#N)cc1Oc1nc(Cl)ncc1F	0	-2.8	0	-6	-1.0	-1	-13	0	-9
17	CCC(CC)NC(=O)c1cccc(Br)c1	2	-0.5	-2	0	-0.5	1	-10	-1	-3
18	Cc1ccc(NC(=O)CCC(=O)N/N=C/c2ccc([N+](=O)[O-])o2)cc1C	-1	-3.6	8	-12	-4.7	-35	-6	-1	-4
19	C#CCSc1nnc(-c2sc(-c3ccccc3)nc2C)n1C	-3	-2.5	-10	8	-2.6	17	-4	1	0
20	COCCNc1ccc([N+](=O)[O-])cc1C(=O)Nc1cccc(C)n1	-4	-3.0	6	4	-1.5	13	-15	0	12
21	COc1ccc(-c2nnc(NC(=O)c3ccc(S(=O)(=O)N(C)CC4CCCO4)cc3)o2)c(OC)c1 (stereo not given)	-2	-1.5	7	7	-2.1	22	-18	3	1
22	CCCC1C(c2ccco2)NC(c2ccco2)CC1(C)O (stereo not given)	4	-0.8	6	2	0.4	9	-5	4	-1
23	CSC1=NCCN1C(=O)c1ccc2c(c1)OCO2	3	-0.6	-3	5	-2.2	-3	-5	4	-5
24	CCn1c(O)c(C=C2N=c3ccccc3=N2)sc1=S	-3	-2.9	-10	9	-2.5	-12	5	-1	-8
25	CC1CCN(C2=NC(=O)/C(=C/c3cccc(O)c3)S2)CC1	-3	-1.6	-10	-3	-1.9	3	-3	-3	-7

# Overlap with the part before: three compounds; new compounds follow.
nr	smiles	IDE cell activ	VIM-2 inh	HCV NS3 hel inh	CRFBP-R2 block	IMP-1 inh	UBC9 SUMO inh	p-CIP stab down	IDE cell inh	GalR3 antagonist
23	CSC1=NCCN1C(=O)c1ccc2c(c1)OCO2	3	-0.6	-3	5	-2.2	-3	-5	4	-5
24	CCn1c(O)c(C=C2N=c3ccccc3=N2)sc1=S	-3	-2.9	-10	9	-2.5	-12	5	-1	-8
25	CC1CCN(C2=NC(=O)/C(=C/c3cccc(O)c3)S2)CC1	-3	-1.6	-10	-3	-1.9	3	-3	-3	-7
26	COc1cc(/C(C)=N/NC(=O)c2cccc(S(=O)(=O)N3CCCC3)c2)cc(OC)c1OC	-1	-2.1	18	-4	-3.3	17	-2	9	3
27	Cc1onc(-c2ccccc2Cl)c1C(=O)Nc1nc2ccc(S(C)(=O)=O)cc2s1	-2	-0.6	-14	-7	-3.2	4	-9	-1	-1
28	O=C(N/N=C/c1ccc(F)cc1)c1ccc(OCc2ccccc2)cc1	3	-2.3	-2	-1	-2.4	-4	-7	5	-2
29	Cc1ccccc1-n1c(SCC(=O)NCC2CCCO2)nc2c([nH]c3ccccc32)c1=O (stereo not given)	-1	-5.4	3	-2	-3.0	13	8	-1	-2
30	Cc1cc(C)cc(NC(=O)CN2C(=O)c3ccccc3C2=O)c1	1	1.2	-3	-1	-0.1	5	7	0	-7
31	CCCCC(CC)COC1(c2ccccc2)OC(=O)c2ccccc21 (stereo not given)	1	-1.8	-4	14	-1.1	-10	-8	-4	-3
32	O=C(Nc1ccc(C(=O)N2CCCc3ccccc32)cc1)c1cccs1	2	0.4	-4	16	-0.6	15	1	0	-10
33	O=C1CCCC2=C1C(c1ccc(Br)cc1)c1c([nH]c(=S)[nH]c1=O)N2 (stereo not given)	-16	-2.8	20	13	1.1	9	3	12	-3
34	Cc1ccc2nc3ccc(N4CCN(C)CC4)nn3c(=O)c2c1	7	6.6	3	-12	-4.7	23	-3	-4	-2
35	CC(=O)Nc1ccc(S(=O)(=O)NCCc2ccccn2)cc1	18*	-1.0	5	-5	-1.9	5	-15	1	-5
36	CN(C)c1ccc(P(=O)(OC2CCCCC2)C(O)c2ccccn2)cc1 (stereo not given)	-2	-1.3	0	2	-1.3	20	4	7	0
37	Cc1cc(C(=O)Nc2ccc(F)cc2C)cs1	2	-3.1	-2	13	0.0	1	-2	3	-2
38	S=c1nc2ccccc2c2nc(-c3ccccc3)[nH]n12	3	-4.4	10	-12	-5.6	-23	10	6	-3
39	C=C(C)C1CC=C(C)/C(=N/NC(=S)Nc2ccccc2)C1 (stereo not given)	6	-1.8	6	-21	-4.2	-10	-3	-2	-3
40	CCOc1ccccc1CNC(c1ccccc1)c1ccccc1	-1	-0.8	-33	3	-3.2	-3	-5	1	-12
41	C=CCOc1ccc(/C=N/n2cncn2)cc1OC	-1	2.0	-1	-10	-1.6	17	-1	-5	-3
42	COc1ccc([N+](=O)[O-])c(OC)c1C(=O)NC(=O)Nc1nc(C)nc(C)n1	4	-1.7	2	3	-2.8	0	-9	3	-1
43	O=C(c1ccc2ccccc2n1)N1CCN(c2ccccc2)CC1	7	-3.7	-1	17	-4.4	-8	12	-3	-1
44	O=C(O)C1Cc2[nH]cnc2C(c2ccccc2O)N1 (stereo not given)	6	-2.8	-1	12	-1.8	15	-7	-2	-9
45	COc1ccc2[nH]c(=O)c(CNc3cc(C)ccc3C)cc2c1	0	0.5	-1	14	-3.4	25	0	7	2
46	CC1(c2ccc(OC(F)F)cc2)NC(=O)N(CC(=O)Nc2ccc3c(c2)OCO3)C1=O (stereo not given)	-5	-2.8	-6	-56	-0.6	-13	-4	-3	-7
47	Cn1c(=O)[nH]c2ncccc21	9	-0.3	1	1	0.5	30	0	5	-5
48	O=C(NCC1(N2CCCCC2)CCCCC1)C1CC(=O)N(c2ccc3c(c2)OCCO3)C1 (stereo not given)	6	0.2	0	6	-1.3	18	5	-6	1
49	Cc1cc(OCC(=O)NC(C)C)cc(C)c1Br	-2	-3.7	0	-26	-1.9	-30	1	4	-2
50	Cc1cc(NC(=O)COn2nnc3ccccc32)no1	0	0.9	-13	-7	-1.2	18	-6	0	-3
51	COc1ccc(C(=O)Nc2nncs2)c(OC)c1	6	-1.1	-6	-7	-0.1	5	-12	-1	1
52	Cn1c(CNC(=O)c2ccccc2F)nnc1SCc1nc2ccccc2c(=O)[nH]1	x	-2.6	8	x	-0.6	19	-16	1	-1
53	Cc1cc(C)c2cc(C(=O)N3CCN(c4ncccc4C(F)(F)F)CC3)[nH]c2c1	5	-1.9	-14	-20	-2.0	-36	8	2	-11
54	CC(c1ccccc1)N1CC(C(=O)Nc2ccc(F)cc2)CC1=O (stereo not given)	1	x	x	-11	x	x	x	0	-2
55	CCc1ccccc1N(C(=O)Cn1nnc2ccccc21)C(C(=O)NCCOC)c1ccco1 (stereo not given)	3	-0.3	-6	-1	-1.0	22	-10	4	-2
56	CCCCCc1nc2sc3c(c2c(=O)n1N)CCC3	-2	-1.0	0	12	-1.8	6	-3	4	1
57	OCCCc1nc2ccccc2n1Cc1ccccc1	0	-2.1	-4	-2	-3.1	6	-3	x	-9
58	CC1CCN(C(=O)CSc2nnc(-c3cccnc3)o2)CC1	4	1.1	1	-4	0.2	2	-5	0	-2
59	CC(C)NC(=O)c1cc(-c2cccs2)nc2ccccc12	3	-1.3	-3	-1	-2.1	12	-1	-6	-10
60	Cn1nnnc1SCC(=O)NNC(=O)c1ccc(F)cc1	4	-4.4	-15	0	-3.8	20	4	4	0
61	Cc1ccc(Cl)cc1NC(=O)COC(=O)C12CC3CC(CC(C3)C1)C2	6&-5	-2.2&-2.9	-6&-6	-13&-16	-3.7&-1.1	4&-20	-37&-8	-4&-1	1&-3
62	Cc1cc(C(=O)CN2C(=O)CCC2=O)c(C)n1Cc1ccccc1	4	0.9	2	-4	0.9	14	-30	2	-5
63	CN(Cc1ccccc1)C(=O)c1[nH]cnc1C(=O)Nc1nccs1	0	x	x	-45	x	x	x	0	0
64	COc1ccccc1-n1ccnc(SCC(=O)NCCc2ccccc2)c1=O	-3	x	x	-9	x	x	x	3	0
65	CCc1cc(C(=O)N2CCCC(CNC(=O)c3ccc(-c4ccccc4)cc3)C2)no1 (stereo not given)	-4	-2.0	6	-7	-2.0	2	-8	7	0
66	COCCN(CC(=O)Nc1cc(Cl)ccc1-n1cncn1)Cc1nc2ccccc2c(=O)[nH]1	1	x	x	9	x	x	x	-4	-4
67	CC(=O)c1cccc(OCc2cc(C(=O)NCc3nc(C)c(C)s3)no2)c1	1	-0.4	-1	-5	-2.8	-6	2	3	0
68	CCCc1[nH]n(-c2nc3ccccc3s2)c(=O)c1C=NCC1CCCO1 (stereo not given)	2	-0.8	15	25	-4.1	18	0	7	-6
